TRHR ag – TRH receptor (human) agonism; P34981; TRHR cells, calcium flux fluo-8, FDSS agonist mode; activation, % at 2 µM; 0.18% of 360,000 active; AID 493084; further: 0% is about no effect
Target sequence (P34981 whole entry, looked up): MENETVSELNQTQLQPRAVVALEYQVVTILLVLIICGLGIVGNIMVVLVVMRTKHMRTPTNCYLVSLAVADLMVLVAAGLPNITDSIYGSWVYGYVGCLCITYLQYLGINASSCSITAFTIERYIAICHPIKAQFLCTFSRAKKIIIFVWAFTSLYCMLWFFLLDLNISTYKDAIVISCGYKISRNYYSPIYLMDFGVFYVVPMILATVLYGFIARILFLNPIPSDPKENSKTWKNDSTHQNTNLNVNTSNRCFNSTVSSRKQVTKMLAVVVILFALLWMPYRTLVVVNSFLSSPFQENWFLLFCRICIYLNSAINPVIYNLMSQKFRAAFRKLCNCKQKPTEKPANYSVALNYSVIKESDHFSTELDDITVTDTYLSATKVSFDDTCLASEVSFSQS
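TRHR-expressing cells loaded with fluo-8 calcium dye; 23 nL library compound pin-transferred, kinetic FDSS fluorescence (Ex 480/Em 530) recorded about 180 s for agonist-induced calcium release, before a 10 nM TRH EC20 addition for potentiator mode.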
D1 PAM – potentiators of human D1 dopamine receptor. P21728. HEK293 TREx D1 cells, calcium flux, dopamine EC20 potentiation. 0.036% of 360,000 active. potentiation, % at 10 µM; in the data active means potentiation above about 30%; further: 0% is about no effect
D2 agonist – agonists of human D2 dopamine receptor. HEK293 T-REx D2 cells, calcium flux agonist mode. activation, % at 2 µM. 0.53% of 340,000 active;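 active means activation over 3 SD above normal in the single-dose calcium agonist read, cut at about 30% in these data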; further: 0% is about no effect
Target sequence (P14416 whole entry, looked up): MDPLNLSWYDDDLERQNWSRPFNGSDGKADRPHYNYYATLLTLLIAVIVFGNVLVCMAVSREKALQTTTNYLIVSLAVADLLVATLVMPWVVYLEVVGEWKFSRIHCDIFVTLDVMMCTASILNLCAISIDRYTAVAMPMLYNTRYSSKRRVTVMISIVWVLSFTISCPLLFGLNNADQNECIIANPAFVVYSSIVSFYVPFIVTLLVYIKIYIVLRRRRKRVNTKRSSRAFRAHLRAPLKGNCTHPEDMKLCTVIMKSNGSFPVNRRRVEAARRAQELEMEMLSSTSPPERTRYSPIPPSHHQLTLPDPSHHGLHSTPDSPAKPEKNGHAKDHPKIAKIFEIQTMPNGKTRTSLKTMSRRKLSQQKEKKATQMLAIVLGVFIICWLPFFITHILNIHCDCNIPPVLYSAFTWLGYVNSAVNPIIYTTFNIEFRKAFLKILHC
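Agonism scored from kinetic calcium signal (1 read/sec, 180 s) following compound pin transfer, after a 10 s baseline. Cells: HEK293 Trex line expressing inducible D2 receptor coupled to calcium, dye-loaded after overnight culture at 30 C.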
D1 agonist – agonists of human D1 dopamine receptor; P21728; HEK293 T-REx D1 cells, calcium flux, agonist mode; activation, % at 2 µM; 1% of 360,000 active; further: 0% is about no effect
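Tetracycline-induced HEK293 TREx D1 cells, force-coupled to calcium signalling, were dye-loaded with a no-wash calcium kit. Compound was pin-added after a 10 s baseline. Fluorescence was read kinetically at 1 cycle/s for 180 s, with calcium rises flagged as agonism.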
D2 PAM – D2 dopamine receptor (human) potentiation; P14416; HEK293 T-REx D2, calcium flux, EC20 dopamine potentiation; potentiation, % at 10 µM; 0.34% of 340,000 active; AID 485347;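 active means potentiation over 3 SD above the plate norm, cut at about 30% in these data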; further: 0% is about no effect
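Primary screen. Calcium kinetics in induced HEK293 T-REx D2 cells: compound pre-addition 180 s, EC20 dopamine, 180 s more.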
RXFP1 antagonist – blocks the human relaxin receptor RXFP1. Q9HBX9. HEK293-RXFP1, relaxin-stimulated cAMP HTRF, 30 min; hits give low values. activity change, negative = inhibition, % at 57.5 µM. 0.59% of 350,000 active;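 active means activity change of -60% or lower, but not beyond a set lower limit; inconclusive means change between -60% and -40%, or beyond the set limit; inactive means change above -40%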; further: on the % scale 0 is the no-effect control and ±100 the full control effect
TRHR PAM – allosteric enhancers of human TRH receptor. 0.66% of 360,000 active. P34981. TRHR cells, fluo-8 calcium fluorescence, EC20 TRH enhancement. enhancement, % at 2 µM; in the data active means enhancement above about 30%; further: 0% is about no effect
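Enhancer read-out: after compound pinning and an initial kinetic agonist-mode read, an EC20 of TRH (10 nM final) was injected and fluo-8 calcium signal (Ex 480/Em 530) followed at 1 s/cycle for 100 cycles in TRHR-expressing cells.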
D1 antagonist – human D1 dopamine receptor antagonism; activity change, negative = inhibition, % at 10 µM; P21728; HEK293 TREx D1 cells, calcium flux, dopamine EC80; hits give low values; AID 504652; 3.2% of 360,000 active; in the data active means activity change below about -30%; further: on the % scale 0 is the no-effect control and ±100 the full control effect
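Kinetic fluorescence of a calcium dye serves as the read-out. D1-expressing Hek293 Trex cells, induced overnight at 30 C, are exposed to compound for 180 s before an EC80 dopamine addition, then read 180 s further.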
D2 antagonist – D2 dopamine receptor (human) antagonism; P14416; HEK293 TREx D2 cells, calcium flux, dopamine EC80; inhibition, % at 10 µM; 2% of 340,000 active; in the data active means inhibition above about 30%; further: 0% is about no effect
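Inhibition of EC80 dopamine-driven calcium flux, recorded kinetically, defines activity here; cells are a tetracycline-induced HEK293 T-REx line expressing force-coupled D2.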
Numbers without * were called inactive; ? = inconclusive; / = not tested or not shown; & = joins results of further samples. Unless noted, no stated cut-off is given here; in the data, active means activation above about 30%; inactive means the rest.

SMILES	TRHR ag	D1 PAM	D2 agonist	D1 agonist	D2 PAM	RXFP1 antagonist	TRHR PAM	D1 antagonist	D2 antagonist
COc1ccc(Cl)cc1NC(=S)NCCc1ccc(F)cc1	0.2	3	-0.1	4	-20	2	-8	-27	40*
Nc1nc(CN2CCN(c3ccccc3F)CC2)nc(N2CCCc3ccccc32)n1	-1.0	-6	82*	1	-17	-21	3	-24	79*
Fc1ccccc1CNC(=S)NC1CCCCC1	-0.4	-4	-0.9	2	1	2	0	-11	-5
C=CCNC(=O)N1CCC(CO)(Cc2ccc(Cl)cc2)CC1	-0.5	3	-0.5	6	9	-4	-4	-4	0
O=C(NNC(=S)Nc1ccc(Cl)cc1)c1cccs1	0.1	-6	0.3	6	1	5	2	-5	1
COc1ccc(N2CCN(S(=O)(=O)c3cc(Br)cc4c3N(C(=O)C3CC3)CC4)CC2)cc1	0.2	1	-1.0	3	-2	/	-3	4	/
CCc1ccc(OCC(=O)Nc2nnc(C3CCCC3)s2)cc1	0.4	0	0.1	9	-1	-20	17	9	-7
CCc1ccc(NC(=O)CCS(=O)(=O)c2ccc(Br)cc2)cc1	-0.1	-4	0.9	2	11	8	2	-5	18
CN(C(=O)Cn1nnc(-c2cccnc2)n1)C1CCCCC1	1.4	-8	-0.4	2	-2	-1	3	-22	-8
CCOc1ccc(NC(=O)C2CCN(c3nc4ccccc4[nH]3)CC2)cc1	-0.4	-2	-0.6	2	-5	-16	3	0	/
Cc1c(C(=O)NC(Cc2ccccc2)c2nc3ccccc3[nH]2)cccc1[N+](=O)[O-] (stereo unspecified)	-1.2	-3	-1.4	2	-24	8	-6	-2	-1
CCc1ccc2oc(C(=O)NCC(c3ccc(OC)cc3)N3CCCCC3)c(C)c2c1 (stereo unspecified)	0.1&-0.2	-4&1	-0.5	1&1	-27	?	8&-1	9&7	/

3 compounds already listed, sorted by molecular weight, smallest number first:
SMILES	TRHR ag	D1 PAM	D2 agonist	D1 agonist	D2 PAM	RXFP1 antagonist	TRHR PAM	D1 antagonist	D2 antagonist
Fc1ccccc1CNC(=S)NC1CCCCC1	-0.4	-4	-0.9	2	1	2	0	-11	-5
CN(C(=O)Cn1nnc(-c2cccnc2)n1)C1CCCCC1	1.4	-8	-0.4	2	-2	-1	3	-22	-8
CCc1ccc(NC(=O)CCS(=O)(=O)c2ccc(Br)cc2)cc1	-0.1	-4	0.9	2	11	8	2	-5	18

(further entries)
SMILES	TRHR ag	D1 PAM	D2 agonist	D1 agonist	D2 PAM	RXFP1 antagonist	TRHR PAM	D1 antagonist	D2 antagonist
O=C(CSc1nnc(-c2cccc(F)c2)o1)NC1CCCC1	0.0	-3	0.4	2	6	6	-1	7	-12
CCOC(=O)N1CCN(S(=O)(=O)c2ccc(C(=O)N(CCN(CC)CC)c3nc4ccc(C)cc4s3)cc2)CC1	0.3	-3	-0.1	2	-7	-8	1	-21	-25
Cn1nc(C(F)(F)F)c2cc(C(=O)Nc3ccc(F)c(Cl)c3)sc21	1.2	-11	-0.1	17	-26	-76*	-2	-5	-18
O=C(Nc1ccncc1)Nc1ccccn1	0.3	6	0.0	4	8	-3	-1	6	-29
CC1CC(C)CN(C(=O)c2cccc(S(=O)(=O)N3c4ccccc4CC3C)c2)C1 (stereo unspecified)	-0.1	-1	-1.4	5	-9	-5	-11	5	-26
CC1CC(C)CN(CCCNC(=O)c2cn(C)c3ccc(S(=O)(=O)N4CCCC4)cc3c2=O)C1 (stereo unspecified)	-0.2	1	-0.2	5	-21	-21	4	2	0
Cc1ccc(C)c(CN2C(=O)C3CCCN3c3ccc(C#N)cc32)c1 (stereo unspecified)	0.2	4	0.0	5	8	1	3	11	-2
CC(C)CCNC(=O)C(C)N(C(=O)Cn1nnc(-c2ccc(F)cc2)n1)C1CCCC1 (stereo unspecified)	0.4	-6	0.1	3	-3	10	-13	-7	-14
Cc1c(CNC2CCC(C)CC2)c(C(=O)O)c(C)n1Cc1ccccc1F (stereo unspecified)	0.6	-3	0.0	-2	2	3	13	-49*	/
CC/C(=N\NC(=S)NC(C)C)c1ccc(OC(F)F)cc1	0.4	-3	0.4	1	8	6	-4	0	4
CCOC(=O)CN1C(=O)S/C(=C\c2ccc(-c3ccc(C(=O)O)c(Cl)c3)o2)C1=O	0.7	-7	-0.2	4	0	-6	15	-1	-1
COC(=O)C(Cc1ccc(O)cc1)NC(=O)CCNC(=O)c1ccco1 (stereo unspecified)	0.6	/	0.9	6	2	14	2	-4	-5
Cc1ccc2oc(C(=O)N3CCN(CC(=O)NC(C)C)CC3)c(C)c2c1	-0.4	-19	0.0	1	-5	8	-5	3	14
CCN(C(=O)CSc1nnc(CNc2cccc(OC)c2)n1C1CCCCC1)C1CCS(=O)(=O)C1 (stereo unspecified)	0.1	-1	0.0	3	-10	-9	2	12	16
FC(F)(F)c1cccc(-c2ccc(/C=N/Nc3nncc(-c4ccccc4)n3)o2)c1	-0.1	-6	5.3	6	-2	-3	-2	-1	-29
CCNC(=O)C/C(C)=N/NC(=O)C1CCCCC1	0.2	-7	0.4	4	-2	6	-8	-2	-1
O=C(Cc1cccs1)NCc1ccc(F)cc1	-1.2	-4	/	4	/	13	3	14	/
Cc1cc(C)cc(NC(=O)CCn2cnc3ccccc3c2=O)c1	-0.8	-2	-0.1	0	-4	-3	-3	-11	/
CCc1cccc(NC(=O)c2ccc(NS(=O)(=O)c3c(C)noc3C)cc2)c1	0.1	4	-0.2	2	-4	1	4	-1	-18
COc1ccc(OCc2nnc(SCC(=O)Nc3ccccc3C#N)o2)cc1	-0.2	4	0.4	5	-7	-23	1	-2	-27
COc1ccc(OC)c(CCNC(=O)CCn2c(=O)c3cccn3c3ccc(F)cc32)c1	2.3	3	0.2	-1	-1	-8	-5	-6	/
O=C(Cn1nc(-c2ccccc2)c2ccccc2c1=O)NCCN1CCOCC1	-0.1	-3	0.5	3	26	-1	20	5	0
Cn1c(=O)c2[nH]cnc2n(-c2ccccc2)c1=O	0.4	-5	0.6	0	-3	-9	-1	-6	-16
CC(C)c1ccc(NC(=O)C(c2ccccc2)N(C)C(=O)c2cnccn2)cc1 (stereo unspecified)	1.3	0	-0.4	4	/	1	-1	-4	-12

Sorted by formula weight (falling): part of the list above
SMILES	TRHR ag	D1 PAM	D2 agonist	D1 agonist	D2 PAM	RXFP1 antagonist	TRHR PAM	D1 antagonist	D2 antagonist
COc1ccc(OC)c(CCNC(=O)CCn2c(=O)c3cccn3c3ccc(F)cc32)c1	2.3	3	0.2	-1	-1	-8	-5	-6	/
CCOC(=O)CN1C(=O)S/C(=C\c2ccc(-c3ccc(C(=O)O)c(Cl)c3)o2)C1=O	0.7	-7	-0.2	4	0	-6	15	-1	-1
CC(C)CCNC(=O)C(C)N(C(=O)Cn1nnc(-c2ccc(F)cc2)n1)C1CCCC1 (stereo unspecified)	0.4	-6	0.1	3	-3	10	-13	-7	-14
FC(F)(F)c1cccc(-c2ccc(/C=N/Nc3nncc(-c4ccccc4)n3)o2)c1	-0.1	-6	5.3	6	-2	-3	-2	-1	-29
CCc1cccc(NC(=O)c2ccc(NS(=O)(=O)c3c(C)noc3C)cc2)c1	0.1	4	-0.2	2	-4	1	4	-1	-18
COc1ccc(OCc2nnc(SCC(=O)Nc3ccccc3C#N)o2)cc1	-0.2	4	0.4	5	-7	-23	1	-2	-27
O=C(Cn1nc(-c2ccccc2)c2ccccc2c1=O)NCCN1CCOCC1	-0.1	-3	0.5	3	26	-1	20	5	0
CC(C)c1ccc(NC(=O)C(c2ccccc2)N(C)C(=O)c2cnccn2)cc1 (stereo unspecified)	1.3	0	-0.4	4	/	1	-1	-4	-12
Cc1c(CNC2CCC(C)CC2)c(C(=O)O)c(C)n1Cc1ccccc1F (stereo unspecified)	0.6	-3	0.0	-2	2	3	13	-49*	/
COC(=O)C(Cc1ccc(O)cc1)NC(=O)CCNC(=O)c1ccco1 (stereo unspecified)	0.6	/	0.9	6	2	14	2	-4	-5
Cc1ccc(C)c(CN2C(=O)C3CCCN3c3ccc(C#N)cc32)c1 (stereo unspecified)	0.2	4	0.0	5	8	1	3	11	-2
Cc1cc(C)cc(NC(=O)CCn2cnc3ccccc3c2=O)c1	-0.8	-2	-0.1	0	-4	-3	-3	-11	/
CC/C(=N\NC(=S)NC(C)C)c1ccc(OC(F)F)cc1	0.4	-3	0.4	1	8	6	-4	0	4
O=C(Cc1cccs1)NCc1ccc(F)cc1	-1.2	-4	/	4	/	13	3	14	/
Cn1c(=O)c2[nH]cnc2n(-c2ccccc2)c1=O	0.4	-5	0.6	0	-3	-9	-1	-6	-16

(cont.)
SMILES	TRHR ag	D1 PAM	D2 agonist	D1 agonist	D2 PAM	RXFP1 antagonist	TRHR PAM	D1 antagonist	D2 antagonist
O=C1NC(=Nc2ccccc2Cl)SC1(CO)CO	-0.1	-3	0.7	3	1	3	4	5	9
Cc1ccc(-n2nc3c(=O)n(CC(=O)NC4CCCCC4)nc(C)c3c2C)cc1	-2.1	-4	0.1	0	7	-3	7	-5	-19
COc1ccccc1CNC(=O)CSc1nc(=O)[nH]c2c1CCCC2	0.0	0	0.7	-1	6	-3	-3	/	/
CCCCOc1cccc(/C=C(\C#N)C(=O)NC2CC2)c1	0.0	-8	0.0	4	8	-11	-6	-19	6
Fc1ccc(-n2cc(CNCCc3ccncc3)c(-c3ccccc3Cl)n2)cc1	0.5	-2	0.5	10	-14	0	0	-32*	31*
Cc1ccc(C(=O)NNC(=O)CSc2nnc3c(n2)[nH]c2ccc(F)cc23)cc1	0.4	1	0.5	2	1	-7	-4	-5	-18
CCOC(=O)C(NC(=O)c1ccccc1)=C(C)C	0.2	6	1.0	0	-4	13	-5	-17	2
COC(=O)c1cccc(S(=O)(=O)N2CCC(n3nnc4cc(F)ccc43)CC2)c1	0.0	-3	0.1	4	28	-8	-7	-23	0
CCCCc1ccc(S(=O)(=O)N2CCC3(CC2)OCCO3)cc1	-0.4	-7	-0.9	5	-2	-21	-1	-28	-18
CNC(=O)c1c(NC(=O)c2ccc(S(=O)(=O)N3CCCc4ccccc43)cc2)sc2c1CCN(C)C2	18	-12	17	19	-11	-6	34*	-57*	-4
COC(=O)c1sc2nc(C)nc(SCC(=O)N3CCC(C(=O)O)CC3)c2c1C	0.1	-9	-0.5	12	-1	5	-8	-14	14
C=CCN1CC(C)/C(=N\O)CC1C (stereo unspecified)	0.7	4	7.3	1	7	6	1	1	4
COC(=O)c1ccc(OCC(O)CN2C(=O)c3ccccc3C2=O)cc1 (stereo unspecified)	0.8	-11	38*	3	-17	0	-2	-31*	-4
O=C(Nc1ccccc1)C1(c2ccccc2)CC1(Cl)Cl (stereo unspecified)	1.0	0	2.4	6	10	7	-4	10	2
